From PubChem BioAssay
RAD54 inh = blocks human RAD54 Holliday junction branch migration; Q92698; FAM/BHQ fluorescence; inhibition, % at 10.4 µM; 0.14% of 360,000 active;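 active = mean normalized replicate activity at least 40 and at least half of replicates scoring 40 or more; inconclusive = only one of the two criteria met; inactive = mean below 40 and under half of replicates reaching 40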;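 note: 0% = median of neutral control wells and 100% = median of positive control wells; inhibitors cause a drop in the FAM fluorescence signal; in these data hits start at about 50%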
RAD52 anneal inh = inhibitors of human RAD52 DNA annealing; P43351; recombinant RAD52 DNA annealing, FRET fluorescence; inhibition, % at 18.7 µM; 0.46% of 360,000 active;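 active = every replicate showing at least 50% inhibition; inconclusive = mean inhibition at least 50% but not in every replicate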
E-selectin induc = induces E-selectin expression in human endothelial cells; AID 686992; HUVEC E-selectin immunofluorescence imaging; normalized: neutral wells 0, TNF-alpha wells 100; P16581; activation, % at 7.58 µM; 0.37% of 260,000 active;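 active = mean E-selectin-positive cell signal at least 10% of the positive control, reached in at least 60% of replicates, without over 20% cell loss; inconclusive = no rule given, readout overlaps actives, possibly toxicity-flagged; inactive = the rest, including those meeting only one limit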;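 note: in these data hits start at about 27%; measured in HUVEC primary endothelial cells; signal is the percent of cells scored E-selectin positive by PE staining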
Target sequence (P16581 whole entry, looked up): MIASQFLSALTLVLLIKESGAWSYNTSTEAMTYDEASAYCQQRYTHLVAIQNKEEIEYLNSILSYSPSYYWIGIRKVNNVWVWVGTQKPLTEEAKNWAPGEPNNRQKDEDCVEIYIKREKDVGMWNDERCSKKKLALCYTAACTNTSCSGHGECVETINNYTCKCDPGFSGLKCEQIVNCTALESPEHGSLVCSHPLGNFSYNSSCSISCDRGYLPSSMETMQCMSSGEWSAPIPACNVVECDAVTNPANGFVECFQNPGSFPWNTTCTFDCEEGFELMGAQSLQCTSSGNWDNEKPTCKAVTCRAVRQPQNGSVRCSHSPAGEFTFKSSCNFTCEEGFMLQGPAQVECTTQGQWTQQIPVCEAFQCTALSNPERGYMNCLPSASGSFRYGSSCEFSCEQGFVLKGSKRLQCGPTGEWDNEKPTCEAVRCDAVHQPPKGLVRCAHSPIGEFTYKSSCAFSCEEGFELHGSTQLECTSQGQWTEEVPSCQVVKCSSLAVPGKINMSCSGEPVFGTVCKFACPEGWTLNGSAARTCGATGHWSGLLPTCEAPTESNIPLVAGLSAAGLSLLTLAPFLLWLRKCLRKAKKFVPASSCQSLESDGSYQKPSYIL
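System: HUVEC / Compound: single concentration / Signal: immunofluorescence imaging / Read-out: percent E-selectin-positive cells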
ERp5 inh = ERp5 (human) disulfide isomerase inhibition; Q15084; ERp5 insulin aggregation, absorbance 650 nm, 90 min; inhibition, % at 9.99 µM; 0.05% of 350,000 active;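 active = mean replicate inhibition above about 25%, with every replicate also reaching it, limit read from the data, passing the limit was not always enough; inconclusive = only one of those two criteria met; inactive = neither criterion met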
Target sequence (Q15084 whole entry, looked up): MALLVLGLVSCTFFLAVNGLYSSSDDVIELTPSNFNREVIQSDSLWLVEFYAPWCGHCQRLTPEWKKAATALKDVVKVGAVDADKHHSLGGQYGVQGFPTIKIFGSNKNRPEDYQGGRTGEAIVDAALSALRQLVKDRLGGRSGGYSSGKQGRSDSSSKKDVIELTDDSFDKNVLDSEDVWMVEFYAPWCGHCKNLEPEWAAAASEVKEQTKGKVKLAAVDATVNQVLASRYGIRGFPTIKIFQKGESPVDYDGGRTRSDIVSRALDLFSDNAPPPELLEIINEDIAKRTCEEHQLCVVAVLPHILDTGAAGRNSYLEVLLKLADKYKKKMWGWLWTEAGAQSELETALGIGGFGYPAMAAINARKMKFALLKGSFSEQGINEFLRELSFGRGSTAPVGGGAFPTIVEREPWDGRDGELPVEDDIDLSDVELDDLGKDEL
esBAF inh = blocks esBAF chromatin remodeling in mouse ES cells; Bmi1-luciferase knock-in reporter, 24 h; 100% = twice the neutral-well signal; reporter increase, % at 12.5 µM; 2% of 350,000 active; AID 602393; in the data active = activation above about 40%; inconclusive = no clear call, values can overlap the other calls;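 note: 0% = median of the plate's neutral control wells and 100% = double that signal; a rise in the Bmi1 reporter signal indicates esBAF inhibition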
S100A4 MyoIIA = S100A4-myosin IIA interaction inhibition. P26447. S100A4/TAMRA-MyoIIA peptide fluorescence polarization. inhibition, % at 10.7 µM. 0.14% of 360,000 active. AID 652163;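 active = mean inhibition of at least 70% across replicates, with every replicate also reaching that level; inconclusive = mean inhibition reaches 70% but some replicates fall short; inactive = mean inhibition below 70%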
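Test system: S100A4 monomer protein; Medium: HEPES pH 7.2 with CaCl2, KCl, NaCl, DTT, Triton; Probe or stimulus: TAMRA-labelled myosin IIA heavy-chain peptide probe, 5 nM; Doses: one dose per compound; Times: polarization read 5 min after assay mix addition, stable 5–60 min; Benchmarks: neutral control DMSO, positive control TFP.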
ERAP1 inh = blocks human ERAP1 aminopeptidase activity. Q9NZ08. recombinant ERAP1, Leu-AMC fluorescence, 60 min. inhibition, % at 10.7 µM. 0.15% of 340,000 active. AID 652197;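 active = mean replicate inhibition of at least 30%, or all replicates individually reaching that 30% level; inactive = mean below 30% and not every replicate reaching it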;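 note: 0% = neutral control wells and 100% = L-leucinethiol positive control wells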
Xi reactivation = X-chromosome reactivation activator. XiGFP mouse fibroblasts, % GFP-positive cells imaging, 3 d; cells co-treated with 5-aza-dC sensitizer; scaled so ellipticine positive control = 100%. activation, % at 7.58 µM. 0.055% of 360,000 active. AID 743238;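 active = mean normalized replicate activation at least 10% and every replicate at or above 10%; inconclusive = only one of the two criteria met; inactive = mean below 10% and not all replicates reach 10%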;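 note: 0% = median of on-plate neutral control wells and 100% = ellipticine 6 µM median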
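Material: SV40-immortalized XiGFP fibroblast cells, line 68-5-11 | Buffer or medium: DMEM containing 5-aza-dC | Dosing: One concentration, pinned | Times: 3 d treatment, 15 min room-temperature fixation | Controls: Ellipticine 6 µM positive control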
Numbers without * were called inactive; ? = inconclusive; nt = not tested or not shown; & = joins results of further samples. Compounds as they come (roughly 2.5% active in at least one column).

SMILES	RAD54 inh	RAD52 anneal inh	E-selectin induc	ERp5 inh	esBAF inh	S100A4 MyoIIA	ERAP1 inh	Xi reactivation
COC(=O)C1CCN(C(=O)c2ccc(OC)c(S(=O)(=O)N3CCCc4ccccc43)c2)CC1	-7.0	-14.7	0.4	-4.0	-3.7	-3.5	2.6	0.0
O=C(CC[C@H]1O[C@@H](n2cnc3c(NC(=O)c4ccccc4)ncnc32)[C@H](O)[C@@H]1O)NCCc1cc2ccccc2[nH]1	-11.9	-1.3	0.6	0.4	1.4	1.0	-7.1	0.1
CCCN=C(C)C1=C(O)c2ccccc2C1=O	nt	1.6	nt	3.3	nt	-0.3	-3.9	0.1
CC1CC(NC(=S)N(C)C)CC(C)(C)C1 (configuration not stated)	10.9	4.1	?	13.0	0.0	-3.8	-3.9	0.2
O=C(C1=C[C@H](C2CC2)C[C@H](OCCCCO)O1)N1CCOCC1	-3.4&-1.7	6.0&-2.3	-0.3	1.0&-2.4	-3.4	-7.1&19.7	2.1	0.1
Cc1ccsc1C(=O)OCC(=O)N1CC(C)CC(C)C1 (configuration not stated)	-2.2	-0.7	-0.4	5.0	8.6	-2.5	1.2	0.0
Cc1ccccc1OCCN1CCC(Cc2ccccc2)CC1	-1.6	-4.6	4.0	2.3	-5.4	1.7	1.0	0.0
COc1cccc(NS(=O)(=O)c2nc3nc(C)cc(C)n3n2)c1	-2.5	3.4	0.0	0.6	-3.3	-2.1	0.8	0.1
Cc1cc(C(=O)COC(=O)Cc2n[nH]c(=O)c3ccccc23)c(C)n1-c1ccc2c(c1)OCO2	nt	-9.0	-1.8	-1.7	nt	2.6	-2.1	0.1
COc1cc2ccccc2cc1C(=O)Nc1ccc(N2CCN(C)CC2)cc1	17.6	19.9	nt	3.0	24.7	-0.1	-0.8	nt
COc1ccc(S(=O)(=O)Nc2ccc3c(c2)C(=O)N([C@@H](C)CO)C[C@H](C)[C@H](CN(C)Cc2ccc(-c4ccccc4)cc2)O3)cc1	4.5	1.2	0.2	2.8	4.4	4.8	4.7	-0.1
O=C(O)C1CC=CCC1C(=O)Nc1ccccc1C(=O)N1CCN(c2ccc(F)cc2)CC1 (configuration not stated)	1.9	-18.5	2.1	5.9	nt	-1.1	-3.1	-0.1
O=C(C[C@@H]1CC[C@@H]2[C@H](COC[C@H](O)CN2C(=O)c2ccccc2F)O1)NCc1ccc(Cl)c(Cl)c1	-10.3	0.7	0.0	2.2	-1.6	5.8	1.2	-0.1
O=C1CSC(c2ccccc2)N1c1cccnc1 (configuration not stated)	-0.2	-2.1	nt	-4.4	-4.8	1.9	nt	0.0
Cc1ccc(S(=O)(=O)N(CC(=O)O)c2ccc(Cl)c(C(F)(F)F)c2)cc1	nt	-8.0	nt	3.9	nt	1.0	3.0	0.0
O=C(NCc1cccnc1)c1cc(C2CCCCN2C(=O)OCc2ccccc2)on1 (configuration not stated)	-6.1	-8.4	-1.0	1.9	0.2	2.7	1.7	0.1
Cc1ccsc1-c1nc(CSCC(=O)NCc2ccc3c(c2)OCO3)c(C)o1	1.5	-27.1	4.2	2.9	-4.2	0.2	6.3	0.0
C[C@@H]1CCCCO[C@H](CN(C)S(=O)(=O)c2ccccc2)[C@@H](C)CN([C@@H](C)CO)C(=O)c2cc(NC(=O)CCC(F)(F)F)ccc2O1	0.5	-25.2	-0.3	6.9	3.2	-0.6	-0.6	-0.9
O=C1NC[C@@H](Cc2cccc3ccccc23)N(CCc2cccc(F)c2)C1=O	nt	-31.7	-0.1	3.3	nt	-1.3	1.1	0.1
CC(C)NC(=O)CC1(C(=O)NCc2ccc(Cl)cc2)CCCC1	5.9	-8.7	nt	3.4	6.5	-3.5	3.5	0.3
COc1ccc(N2CCN(C(=O)c3ccccc3N(C)S(=O)(=O)c3ccccc3)CC2)cc1	-5.2	-10.4	0.2	0.0	4.7	-1.5	-2.4	0.2
CN(C)C(=O)Cn1c(SCC(=O)N2CCCc3ccccc32)nc2ccccc21	3.7	4.6	nt	-1.7	-6.6	-1.7	-2.6	nt
C[C@H](CO)N1C[C@H](C)[C@H](CN(C)Cc2ccc(C(=O)O)cc2)Oc2c(NS(=O)(=O)c3cccs3)cccc2C1=O	-13.4	-12.3	nt	3.4	1.9	-2.3	0.1	0.0
CCNC(=O)C[C@@H]1CC[C@H]2[C@@H](COC[C@H](O)CN2C(=O)c2cc(Cl)cc(Cl)c2)O1	0.0	nt	0.0	nt	6.3	nt	nt	0.3
CCOc1ccc(/C=C/C(=O)N2CCOCC2)cc1OC	-10.9	3.8	0.1	1.9	-3.8	-4.9	10.2	0.2
NC(=O)CN1C(=O)/C(=c2\sc3nc(=O)c(Cc4ccccc4)nn3c2=O)c2ccccc21	8.7	-9.2	nt	4.6	nt	0.1	-0.6	0.1
Cc1cc(C)c2c(N)c(C(=O)NN)sc2n1	1.5	-11.0	5.9	?	nt	-6.6	-2.8	-0.1
O=C(NCC(c1ccco1)N1CCc2ccccc2C1)C(=O)Nc1ccc(F)cc1F (configuration not stated)	-12.1	-30.5	nt	0.1	nt	-5.9	-5.2	0.5
CCCNC(=O)N1C[C@@H]2[C@H](c3ccccc31)[C@@H](CO)N2Cc1ccccc1F	-3.8	-15.0	0.2	-12.1	-0.4	-2.2	-2.6	0.2
COc1cc(NC(=O)CNc2cccc(S(=O)(=O)N3CCCC3)c2)cc(OC)c1	4.2	0.7	-0.6	5.3	-1.5	0.2	2.1	0.0

Complete entries, quoted from the list. Order of values: RAD54 inh	RAD52 anneal inh	E-selectin induc	ERp5 inh	esBAF inh	S100A4 MyoIIA	ERAP1 inh	Xi reactivation
Record of `C[C@H](CO)N1C[C@H](C)[C@H](CN(C)Cc2ccc(C(=O)O)cc2)Oc2c(NS(=O)(=O)c3cccs3)cccc2C1=O` → -13.4	-12.3	nt	3.4	1.9	-2.3	0.1	0.0
Record of `Cc1cc(C)c2c(N)c(C(=O)NN)sc2n1` → 1.5	-11.0	5.9	?	nt	-6.6	-2.8	-0.1

Continuation.
SMILES	RAD54 inh	RAD52 anneal inh	E-selectin induc	ERp5 inh	esBAF inh	S100A4 MyoIIA	ERAP1 inh	Xi reactivation
Cn1c(=O)c2c(nc(SCc3ccccc3F)n2C)n(C)c1=O	9.0	-15.6	nt	-7.4	4.0	4.8	-5.5	0.0
O=C(NCc1cccnc1)Nc1cccc(NC(=O)NCc2cccnc2)c1F	2.9	-18.3	-0.1	4.1	nt	-16.8	nt	0.2
O=C(COC(=O)c1ccccc1)NCCC1=CCCCC1	nt	-12.3	nt	6.2	nt	-10.2	-2.5	0.0
Cc1cccc(S(=O)(=O)N2C[C@H](O)COC[C@@H]3O[C@@H](CC(=O)NCc4ccc5c(c4)OCO5)CC[C@H]32)c1	-6.1	9.9	0.0	0.8	0.8	-0.7	3.1	0.0
CC(=O)Nc1ccc(S(=O)(=O)NC(C)C(=O)NC(C)c2ccccc2)cc1 (configuration not stated)	-7.9	0.3	-0.5	6.7	0.0	-0.6	15.4	0.3
COc1ccc([N+](=O)[O-])cc1N(CC(=O)NC1CCCC1)S(C)(=O)=O	nt	-11.6	nt	5.5	nt	4.6	11.7	0.1
Nc1ccc(Cc2ccc(N)c(O)c2)cc1O	nt	-11.9	nt	-9.1	nt	1.9	9.3	0.2
CN1C(=O)c2cc(NC(=O)C3CC3)ccc2OC[C@@H]2O[C@@H](CC(=O)NCCc3ccncc3)CC[C@@H]21	-15.0	5.7	0.1	2.7	-1.0	-0.8	-1.8	0.0
COc1ccccc1NC(=O)N1CCCCN2[C@H](CO)[C@H](c3ccc(C#Cc4ccccc4)cc3)[C@H]2C1	1.0	-18.1	-0.2	0.9	nt	6.9	0.6	0.2
O=C(NCc1ccco1)C1CCCN1C(=O)Nc1ccccc1Cl (configuration not stated)	nt	-12.2	-0.2	6.2	1.7	-17.7	-2.0	-0.2
O=C(Nc1ccn(CCCN(CCCn2ccc(NC(=O)OCc3ccccc3)nc2=O)CCc2cc3ccccc3[nH]2)c(=O)n1)OCc1ccccc1	2.5	-37.1	?	3.6	-2.6	1.3	nt	-0.1
O=C(Nc1ccc2c(c1)[C@@H]1C[C@@H](CC(=O)N3CCCCC3)O[C@@H](CO)[C@@H]1O2)c1ccc2c(c1)OCO2	1.9	0.0	1.5	9.4	3.0	6.0	-0.3	-0.1
C/C(=N\OC(=O)Nc1ccc(Cl)cc1)c1ccc(F)c(F)c1	-2.3	0.6	nt	6.2	3.4	-2.4	7.4	0.0
O=c1[nH]c(SCc2ccc(F)cc2)nc2c1cnn2-c1ccc(F)cc1	-3.0	-5.8	0.1	-3.7	6.5	2.3	2.2	0.3
COc1ccc(CC(=O)Oc2ccccc2Cl)cc1S(=O)(=O)N1CCOCC1	-3.0	-11.7	-0.1	2.1	-2.8	1.5	-0.6	0.0
COc1ccccc1-c1cnc(C(O)c2ccc(F)c(F)c2)[nH]1 (configuration not stated)	-4.1	-13.5	-0.1	0.0	9.5	-3.8	0.4	-0.2
C[C@@H]1CN([C@@H](C)CO)C(=O)c2cc(/C=C/c3ccccc3)cnc2O[C@H]1CN(C)C(=O)c1ccncc1	-3.0	5.6	2.2	-1.4	0.3	-9.5	1.6	-0.8
CC(C)N(C(=S)Nc1cccc(C(F)(F)F)c1)C(C)c1ccccn1 (configuration not stated)	nt	-11.7	-0.7	1.4	-13.8	-0.6	0.0	-0.1
COc1ccc2[nH]c(=O)c(CN(Cc3cccs3)C(=S)Nc3cccc(C)c3)cc2c1	nt	-8.7	-1.5	0.8	nt	-4.5	6.6	0.3
CCn1cc(CN2CCN(C)C(CCO)C2)c2ccccc21 (configuration not stated)	0.0	-4.8	nt	-6.6	-0.6	17.4	-0.8	0.0
CC1CCCCN1CCCNC(=O)c1ccc2nc(N3CCCCC3)sc2c1 (configuration not stated)	15.2	-9.8	0.6	-1.0	58.5*	3.6	-7.6	0.6
COc1ccc(CCNC(=O)c2cc3c(cc2Cl)N2CCCCCC2=NS3(=O)=O)cc1	-5.6	-18.0	0.0	4.2	nt	-14.2	4.6	0.1
CCNC(=O)C[C@@H]1CC[C@H]2[C@@H](COC[C@H](O)CN2C(=O)Nc2ccc(Cl)c(Cl)c2)O1	3.8	-19.0	0.1	1.4	-1.5	-18.7	2.3	0.1
CCOc1ccc(C2c3[nH]c4ccccc4c3CCN2Cc2cccn2-c2ncccn2)cc1 (configuration not stated)	4.6	-25.6	0.0	6.2	-5.3	-5.1	-0.3	0.0
CNC(=O)C[C@@H]1CC[C@H]2[C@@H](COc3ccc(NC(=O)Nc4cccc(C)c4)cc3C(=O)N2C)O1	-1.5	11.9	-0.1	-0.5	4.9	6.1	1.8	0.2
O=C(O)c1ccc(Cl)c(S(=O)(=O)Nc2ccccc2Cc2ccccc2)c1	3.8	-14.8	-0.3	3.4	-5.0	-0.8	-4.5	0.3
CN(C)NC(=S)NC(=O)C12CC3CC(CC(C3)C1)C2	6.1	-0.2	nt	3.2	nt	1.0	8.3	0.1
CCc1ccccc1NC(=O)CN1CCN(C(=O)CNC(=O)c2ccccc2F)CC1	1.5	-7.9	-0.4	-1.2	3.5	-1.4	-2.3	0.0
